Source: PubChem BioAssay
TbMetRS inhib: blocks T. brucei methionyl-tRNA synthetase activity; purified T. brucei MetRS, ATP depletion, Kinase-Glo luminescence; inhibition, % at 11.9 µM; 360,000 compounds, 0.4% hits; AID 624268;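 active means inhibition above a per-plate cutoff of the control wells' mean inhibition plus 3 SD, cut at about 5.5% in these data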;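 further: 0% = DMSO wells median and 100% = median of wells with control inhibitor compound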
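Measured by: Kinase-Glo luciferase luminescence reporting remaining unconsumed ATP. Material: purified T. brucei MetRS enzyme. Doses: 11.9 µM compound single dose, 0.9% DMSO. Medium: HEPES buffer containing pyrophosphatase, BSA, spermine, DTT. Times: 15 min preincubation, 2 h reaction, all 25 °C. Reagent: methionine, ATP and bulk E. coli tRNA.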
STEP block: blocks human striatal-enriched tyrosine phosphatase. P54829. recombinant STEP, OMFP fluorogenic substrate, fluorescence. inhibition, % at 20 µM. 360,000 compounds, 0.25% hits. AID 588621;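 active means inhibition at 20 µM, scaled per plate between control wells, above about 37%, limit read from the data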;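 further: 0% = DMSO with enzyme and substrate and 100% = substrate only without enzyme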
Target sequence (P54829 whole entry, looked up): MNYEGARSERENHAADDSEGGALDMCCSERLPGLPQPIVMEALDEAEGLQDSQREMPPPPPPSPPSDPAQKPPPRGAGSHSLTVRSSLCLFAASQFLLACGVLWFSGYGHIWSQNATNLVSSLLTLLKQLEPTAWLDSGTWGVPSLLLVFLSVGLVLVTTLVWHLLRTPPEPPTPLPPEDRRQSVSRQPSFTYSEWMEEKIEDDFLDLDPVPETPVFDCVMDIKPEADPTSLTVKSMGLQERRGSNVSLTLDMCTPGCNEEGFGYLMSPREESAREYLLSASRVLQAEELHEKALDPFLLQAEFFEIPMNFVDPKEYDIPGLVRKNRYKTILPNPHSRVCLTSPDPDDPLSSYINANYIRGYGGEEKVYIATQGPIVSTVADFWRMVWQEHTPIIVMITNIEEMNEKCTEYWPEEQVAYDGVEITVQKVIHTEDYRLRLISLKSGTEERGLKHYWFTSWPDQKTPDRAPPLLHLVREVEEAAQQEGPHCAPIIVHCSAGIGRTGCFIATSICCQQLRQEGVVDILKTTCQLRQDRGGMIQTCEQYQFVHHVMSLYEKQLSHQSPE
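System: isolated STEP enzyme; schedule: 20 min enzyme reaction at room temperature, protected from light; medium: Bis-Tris buffer pH 6.0, 2.5 mM DTT, 0.005% Tween 20; signal: fluorescence, 480/540 nm; dosing: single compound dose of 20 µM, 1% DMSO final; also added: OMFP substrate, 25 µM final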
Scp-1 inhibitor: Scp-1 (human) phosphatase inhibition. Q9GZU7. Recombinant Scp1, phosphopeptide, malachite green phosphate absorbance. inhibition, % at 20 µM. 340,000 compounds, 0.88% hits;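 active means inhibition above about 50% at 20 µM, limit read from the data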;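 further: plate controls were DMSO wells with enzyme for no effect and wells lacking enzyme for full effect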
Target sequence (Q9GZU7 76-261 limits assumed): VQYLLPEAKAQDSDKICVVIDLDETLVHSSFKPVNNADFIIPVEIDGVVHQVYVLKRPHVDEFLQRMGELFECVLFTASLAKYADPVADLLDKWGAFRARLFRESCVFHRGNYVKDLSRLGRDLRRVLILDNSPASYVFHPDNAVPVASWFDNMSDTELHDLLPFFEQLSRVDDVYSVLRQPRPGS
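Test system: SCP-1 phosphatase catalytic domain, residues 76-261 | Compound dosing: One concentration, 20 µM, with 1.0% DMSO | Schedule: 45 min room-temperature reaction, 5 min colour, 30 min stabiliser | Detection: Absorbance at 630 nm | Read-out basis: % inhibition of SCP-1 phosphate liberation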
DNMT1 inh: DNMT1 (human) enzyme inhibition; P26358; DNMT1 molecular beacon, Hinp1I cleavage, fluorescence; inhibition (reported as % activation of signal), % at 10 µM; 360,000 compounds, 0.83% hits; AID 588458; in the data active means inhibition above about 50%
CendR NRP1 mod: alters CendR peptide binding to human NRP-1. AID 602438. FAM-RPARPAR peptide binding to NRP-1, fluorescence polarization. 360,000 compounds, 0.85% hits. inhibition, % at 25 µM;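 active means inhibition or corrected inhibition above about 18%, plus a signal ratio from 0.5 to 1.5, limit read from the data, passing the limit was not always enough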; further: strong numbers were not always called active
NadD block: NadD (S. aureus) enzyme inhibition. inhibition, % at 20 µM. 360,000 compounds, 0.78% hits. purified NadD enzyme, colorimetric absorbance read-out; in the data active means inhibition above about 26%; further: some compounds past the cut are filed as inactive
Neddylation inh: blocks human cullin neddylation; P61081+Q13564; TR-FRET cullin neddylation, biochemical; calls only at 25 µM; 360,000 compounds, 0.58% hits; AID 651699; in the data active means inhibition above about 36%
SKN-1 block: C. elegans SKN-1 inhibition; inhibition, % at 21.8 µM; 360,000 compounds, 0.49% hits; C. elegans VP596 Pgst-4::GFP/RFP ratio, acrylamide-induced, 24 h;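 active means interference check ratio from 0.5 to 1.5 plus GFP to RFP signal ratio inhibition reaching or exceeding a fixed threshold, cut at about 30% in these data, passing the limit was not always enough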; further: some compounds called inactive have numbers as strong as hits
SUMO1 PPI mod: SUMO1-SIM interaction modulation. P63165. SUMO1 binding to a labelled peptide, TR-FRET, 1 h. inhibition, % at 20 µM. 360,000 compounds, 0.33% hits. AID 602429; in the data active means inhibition above about 37%
Target sequence (P63165 whole entry, looked up): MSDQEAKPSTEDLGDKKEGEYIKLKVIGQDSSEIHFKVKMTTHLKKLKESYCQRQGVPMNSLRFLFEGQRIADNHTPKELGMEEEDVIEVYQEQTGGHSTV
LMPTP inh: blocks human LMPTP phosphatase. P24666. recombinant LMPTP-A, OMFP fluorogenic substrate, fluorescence intensity. inhibition, % at 20 µM. 360,000 compounds, 0.22% hits. AID 651560;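 active means compounds that cut the enzyme signal by at least half of the control window in the single-dose screen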;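 further: plate controls were DMSO wells with enzyme plus substrate for no effect and substrate without enzyme for full effect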
Target sequence (P24666 whole entry, looked up): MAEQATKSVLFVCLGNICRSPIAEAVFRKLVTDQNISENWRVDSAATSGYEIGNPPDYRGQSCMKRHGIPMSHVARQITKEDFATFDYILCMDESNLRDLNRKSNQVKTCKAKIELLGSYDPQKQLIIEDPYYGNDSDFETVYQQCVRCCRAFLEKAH
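Test system – LMPTP-A enzyme · Amount – LMPTP-A at 0.625 nM final in the reaction · Buffer or medium – Bis-Tris pH 6.0, DTT, detergent · Reagent – OMFP 400 µM · Doses – single 20 µM dose · Schedule – reaction 50 min, room temperature, dark · Detection – fluorescence intensity of OMFP turnover product · Evaluation – percent inhibition versus substrate-only and uninhibited controls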
Active calls of the source: *.

`OC(COc1cccc2ccccc12)CN1CCCC1` (centres undefined) gave TbMetRS inhib -0.7, STEP block -3, Scp-1 inhibitor -10, DNMT1 inh -20, CendR NRP1 mod 0, NadD block 4, Neddylation inh inactive, SKN-1 block 12, SUMO1 PPI mod -1 and LMPTP inh -2.0.
O=C(NCCCN1CCCC1=O)Nc1ccc(F)c(Cl)c1 was read as TbMetRS inhib 0.8, STEP block -3, Scp-1 inhibitor -18, DNMT1 inh 0, CendR NRP1 mod -2, NadD block -2, Neddylation inh inactive, SKN-1 block -3, SUMO1 PPI mod 1 and LMPTP inh -1.2.
For CCC1(C)Cc2ccccc2-c2nc(-c3ccccc3)oc(=O)c21 (centres undefined) the results were TbMetRS inhib -0.4, STEP block 4, Scp-1 inhibitor -13, DNMT1 inh 0, CendR NRP1 mod 14, NadD block 9, Neddylation inh inactive, SKN-1 block -2, SUMO1 PPI mod 0 and LMPTP inh 2.5.
`Cc1ccc(C(=O)NC(C(=O)NC2CCCC2)c2ccccc2)cc1` (centres undefined) gave TbMetRS inhib -0.6, STEP block 0, Scp-1 inhibitor -2, DNMT1 inh -1, CendR NRP1 mod 5, NadD block -5, Neddylation inh inactive, SKN-1 block 16, SUMO1 PPI mod 4 and LMPTP inh -1.9.
`O=C(Oc1ccccc1)N1CCN(c2ccccc2F)CC1` gave TbMetRS inhib -0.6, STEP block -1, Scp-1 inhibitor 1, DNMT1 inh -2, CendR NRP1 mod 2, NadD block -5, Neddylation inh inactive, SKN-1 block 19, SUMO1 PPI mod 7 and LMPTP inh 0.5.
`COC(=O)C(Cc1ccc(O)cc1)NC(=O)c1ccccc1` (centres undefined) gave TbMetRS inhib -0.2, STEP block -1, Scp-1 inhibitor -2, DNMT1 inh 5, CendR NRP1 mod -7, NadD block 1, Neddylation inh inactive, SKN-1 block 11, SUMO1 PPI mod -1 and LMPTP inh -0.5.
For C/C(=N/NC(=O)c1cccnc1)C1=C(O)CC(C)(C)CC1=O the results were TbMetRS inhib -0.5, STEP block -3, Scp-1 inhibitor 1, DNMT1 inh 3, CendR NRP1 mod 10, NadD block 1, Neddylation inh inactive, SKN-1 block 12, SUMO1 PPI mod 1 and LMPTP inh -1.7.
Screening Cc1cc(C)c(S(=O)(=O)N2CCC(C(=O)NCc3ccc(Cl)cc3Cl)CC2)c(C)c1 returned TbMetRS inhib -1.5, STEP block -6, Scp-1 inhibitor -11, DNMT1 inh -7, CendR NRP1 mod 5, NadD block 6, Neddylation inh inactive, SKN-1 block 22, SUMO1 PPI mod 2 and LMPTP inh 5.5.
COc1cc(CNCc2ccc3c(c2)OCO3)c([N+](=O)[O-])cc1OC was read as TbMetRS inhib -0.7, STEP block 1, Scp-1 inhibitor -2, DNMT1 inh -4, CendR NRP1 mod 3, NadD block -4, Neddylation inh inactive, SKN-1 block 16, SUMO1 PPI mod -15 and LMPTP inh -1.6.
O=C(c1c[nH]c2ccccc12)N1CCN(c2ccccc2)CC1 was read as TbMetRS inhib -0.1, STEP block -2, Scp-1 inhibitor -7, DNMT1 inh -2, CendR NRP1 mod -32, NadD block -4, Neddylation inh inactive, SKN-1 block -9, SUMO1 PPI mod 4 and LMPTP inh -0.4.
For O=c1oc(-c2ccccc2)nc2sc3c(c12)CCCC3 the results were TbMetRS inhib -1.3, STEP block 2, Scp-1 inhibitor -11, DNMT1 inh 3, CendR NRP1 mod 6, NadD block 3, SKN-1 block 8, SUMO1 PPI mod -1 and LMPTP inh 0.0.
`COc1ccc(C=CC(=O)c2cc(O)ccc2O)cc1` gave TbMetRS inhib 0.7, STEP block 0, Scp-1 inhibitor -4, DNMT1 inh 4, CendR NRP1 mod 11, NadD block -1, Neddylation inh inactive, SKN-1 block 4, SUMO1 PPI mod -13 and LMPTP inh 2.7.
For CC1(C(=O)NCc2ccc(C(F)(F)F)cc2)CCN1Cc1c(F)cccc1F (centres undefined) the results were TbMetRS inhib -0.3, STEP block 0, DNMT1 inh 14, CendR NRP1 mod 2, NadD block -7, Neddylation inh inactive, SKN-1 block 12, SUMO1 PPI mod 1 and LMPTP inh 0.3.
`O=C(Nc1ccccn1)Nc1cccs1` gave TbMetRS inhib 0.4, STEP block 0, Scp-1 inhibitor -8, DNMT1 inh 3, CendR NRP1 mod -14, NadD block 7, Neddylation inh inactive, SKN-1 block 8, SUMO1 PPI mod 0 and LMPTP inh -1.0.
`CCCCCCCCN1[C@@H](CC(=O)O)c2cc(C(F)(F)F)ccc2S1(=O)=O` gave TbMetRS inhib 0.5, STEP block -3, Scp-1 inhibitor -6, DNMT1 inh 8, CendR NRP1 mod 12, NadD block -7, Neddylation inh inactive, SKN-1 block 2, SUMO1 PPI mod 13 and LMPTP inh -0.7.
CCN(CC)S(=O)(=O)c1cccc2cc(C(=O)O)c(O)cc12 was read as TbMetRS inhib -0.6, STEP block -5, Scp-1 inhibitor 1, DNMT1 inh -1, CendR NRP1 mod 4, NadD block 3, SKN-1 block -10, SUMO1 PPI mod -8 and LMPTP inh -1.8.
CC1Cc2cc(/C(O)=C3/C(=O)C(=O)N(CCCn4ccnc4)C3c3ccco3)ccc2O1 (centres undefined) was read as TbMetRS inhib -0.8, STEP block 3, Scp-1 inhibitor 4, DNMT1 inh 16, CendR NRP1 mod -9, NadD block 10, Neddylation inh inactive, SKN-1 block 6, SUMO1 PPI mod -3 and LMPTP inh -3.3.
`O=C(Nc1cccc(-c2cccc(Cl)c2)c1)C1CCN(C2CCC2)CC1` gave TbMetRS inhib 0.3, STEP block 2, Scp-1 inhibitor 3, DNMT1 inh -4, CendR NRP1 mod 11, NadD block -2, Neddylation inh inactive, SKN-1 block 16, SUMO1 PPI mod -7 and LMPTP inh 1.0.
Screening COc1ccc(C(=O)O)cc1S(=O)(=O)NC(C)C returned TbMetRS inhib -0.5, STEP block 1, Scp-1 inhibitor -8, DNMT1 inh 1, CendR NRP1 mod -7, NadD block -3, Neddylation inh inactive, SKN-1 block 13, SUMO1 PPI mod 5 and LMPTP inh -0.8.
C=CCNC(=S)NNC(=O)C(CCCC)CC(C)(C)O (centres undefined) was read as TbMetRS inhib -2.4, STEP block -5, Scp-1 inhibitor 12, DNMT1 inh 2, CendR NRP1 mod -8, NadD block -3, Neddylation inh inactive, SKN-1 block -6, SUMO1 PPI mod -6 and LMPTP inh -4.7.
For Cc1ccc2cc3cc(C(=O)NCCCN4CCCC4=O)oc3nc2c1 the results were TbMetRS inhib -0.2, STEP block 2, Scp-1 inhibitor -11, DNMT1 inh -1, CendR NRP1 mod 0, NadD block -2, SKN-1 block 10, SUMO1 PPI mod -30 and LMPTP inh -1.8.
Screening COc1ccccc1-n1c(-c2ccccc2)c[nH]c1=S returned TbMetRS inhib -0.2, STEP block -1, Scp-1 inhibitor 2, DNMT1 inh 1, CendR NRP1 mod 15, NadD block 8, Neddylation inh inactive, SKN-1 block 7, SUMO1 PPI mod -4 and LMPTP inh 0.5.
For CCOC(=O)c1cnc2c(F)ccc(F)c2c1Sc1ccccc1 the results were TbMetRS inhib -0.4, STEP block 0, Scp-1 inhibitor -7, DNMT1 inh 1, CendR NRP1 mod -2, NadD block -3, Neddylation inh inactive, SKN-1 block -7, SUMO1 PPI mod -11 and LMPTP inh 0.7.
CC(=O)Nc1ccc(NC2=C/C(=N/S(=O)(=O)c3cccs3)c3ccccc3C2=O)cc1 was read as TbMetRS inhib 3.3, STEP block 0, Scp-1 inhibitor -7, DNMT1 inh 48, CendR NRP1 mod 2, NadD block -3, Neddylation inh inactive, SKN-1 block 4, SUMO1 PPI mod 26 and LMPTP inh 5.5.
Screening COC(=O)c1ccc(C(=O)OC)c(NC(=S)N2CCCCC2C)c1 (centres undefined) returned TbMetRS inhib -0.6, STEP block 4, Scp-1 inhibitor -4, DNMT1 inh 1, CendR NRP1 mod -10, NadD block -2, SKN-1 block -2, SUMO1 PPI mod -2 and LMPTP inh -0.9.
`CCOC(=O)c1[nH]c(C)c(C(=O)OCC)c1C` gave TbMetRS inhib -0.7, STEP block -2, Scp-1 inhibitor -10, DNMT1 inh 3, CendR NRP1 mod 4, NadD block -3, Neddylation inh inactive, SKN-1 block 15, SUMO1 PPI mod -1 and LMPTP inh -0.4.
`O=C(COc1ccccc1)NC(=S)Nc1ccc2c3c(cccc13)CC2` gave TbMetRS inhib -0.8, STEP block 2, Scp-1 inhibitor -16, DNMT1 inh -5, CendR NRP1 mod 1, NadD block -5, Neddylation inh inactive, SKN-1 block 0, SUMO1 PPI mod -4 and LMPTP inh 2.8.
Screening Cc1ccc(-c2csnn2)cc1 returned TbMetRS inhib -0.5, STEP block 0, Scp-1 inhibitor -11, DNMT1 inh 1, CendR NRP1 mod 6, NadD block 3, Neddylation inh inactive, SKN-1 block 9, SUMO1 PPI mod 18 and LMPTP inh 0.1.
`N=C1CCCN1CC(=O)c1ccc(Br)cc1` gave TbMetRS inhib 2.0, STEP block 0, Scp-1 inhibitor 12, DNMT1 inh 0, CendR NRP1 mod -3, NadD block 0, Neddylation inh inactive, SKN-1 block -1, SUMO1 PPI mod 1 and LMPTP inh -0.6.
For Nc1ccn(CC(=O)NCCNc2ccc([N+](=O)[O-])cn2)c(=O)n1 the results were TbMetRS inhib -0.5, STEP block -2, Scp-1 inhibitor -2, DNMT1 inh 0, CendR NRP1 mod 28*, NadD block -4, Neddylation inh inactive, SKN-1 block -11, SUMO1 PPI mod -14 and LMPTP inh -2.4.
Screening OCCC1CN(Cc2c(F)cccc2Cl)CCN1C1CCCC1 (centres undefined) returned TbMetRS inhib -0.3, STEP block -2, Scp-1 inhibitor -9, DNMT1 inh 1, CendR NRP1 mod 7, NadD block -8, Neddylation inh inactive, SKN-1 block -4, SUMO1 PPI mod 0 and LMPTP inh 0.7.
Screening O=C1c2ccccc2C(=O)N1CCc1c[nH]c2ccccc12 returned TbMetRS inhib -0.5, STEP block 1, Scp-1 inhibitor -19, DNMT1 inh 3, CendR NRP1 mod -14, NadD block -14, Neddylation inh inactive, SKN-1 block 2, SUMO1 PPI mod -13 and LMPTP inh 0.6.

Quoted at random: 2 entries already listed.
Screening OCCC1CN(Cc2c(F)cccc2Cl)CCN1C1CCCC1 (centres undefined) returned TbMetRS inhib -0.3, STEP block -2, Scp-1 inhibitor -9, DNMT1 inh 1, CendR NRP1 mod 7, NadD block -8, Neddylation inh inactive, SKN-1 block -4, SUMO1 PPI mod 0 and LMPTP inh 0.7.
Screening COC(=O)c1ccc(C(=O)OC)c(NC(=S)N2CCCCC2C)c1 (centres undefined) returned TbMetRS inhib -0.6, STEP block 4, Scp-1 inhibitor -4, DNMT1 inh 1, CendR NRP1 mod -10, NadD block -2, SKN-1 block -2, SUMO1 PPI mod -2 and LMPTP inh -0.9.

Compounds as they come; about 4.6% have a hit in one of these screens.
